Screens: PubChem, several laboratories
CaV13 FRET inh: Primary screen for inhibitors of IQ motif and Ca2+-dependent inactivation inhibitor domain binding in CACNA1D, Förster resonance energy transfer in living cells, …; HEK cells, CFP/YFP FRET ICDI-IQ, plate reader, 10 min; percent FRET-ratio fall versus neutral wells; AID 743397; inhibition, % at 12.3 µM; hit rate 0.098% among 340,000;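 active means mean replicate inhibition of at least 30% and at least 1% of replicates passing that level; inconclusive means only one of the two criteria is met; inactive means neither criterion is met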;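 further: 0% = median of the neutral control wells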
MC4R barr agon: agonists of human melanocortin 4 receptor (MC4R) beta-arrestin. hit rate 0.98% among 360,000. activation, % at 8.9 µM. U2OS MC4R beta-arrestin complementation, luminescence; percent of melanotan II response, DMSO zero. P32245;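 active means activation above a per-plate cutoff, the mean activation of sample wells on that plate plus 3 SD, cut at about 8% in these data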
Target sequence (P32245 whole entry, looked up): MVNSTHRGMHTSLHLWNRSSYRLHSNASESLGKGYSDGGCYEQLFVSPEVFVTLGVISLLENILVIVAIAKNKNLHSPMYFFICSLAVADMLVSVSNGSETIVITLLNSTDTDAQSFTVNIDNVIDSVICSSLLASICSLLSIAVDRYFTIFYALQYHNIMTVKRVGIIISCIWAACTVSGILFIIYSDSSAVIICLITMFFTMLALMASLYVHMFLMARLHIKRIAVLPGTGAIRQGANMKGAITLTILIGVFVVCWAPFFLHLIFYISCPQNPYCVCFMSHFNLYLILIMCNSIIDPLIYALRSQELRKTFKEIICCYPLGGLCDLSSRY
ABHD5-PLIN5 inh: inhibitors of human ABHD5-perilipin-5 interaction; Split G. princeps luciferase complementation, luminescence, 4 h; hit rate 0.78% among 360,000; inhibition, % at 4 µM; AID 602281; Q00G26+Q8WTS1;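 active means inhibition above the mean inhibition across every tested compound plus 3 SD, cut at about 22% in these data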;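 further: 0% = DMSO only wells and the 100% control is not disclosed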
ABCB6 inh 2: blocks the human ABCB6 transporter | Q9NP58 | K562-ABCB6 porphyrin accumulation, flow cytometry, 1 h; hits give low values | fluorescence ratio to DMSO, % at 10 µM | hit rate 0.19% among 360,000;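 active means fluorescence ratio to DMSO below 75%, the collection mean minus 3 SD; inconclusive means too few cells collected in the well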;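 further: signal is porphyrin accumulated inside mitochondria; 100% equals median channel fluorescence of DMSO control wells; lower ratio means ABCB6 inhibition with less porphyrin fluorescence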
N-glyco inh: blocks N-linked glycosylation in D54 reporter cells. hit rate 0.23% among 360,000. D54 ERlucT glycosylation luciferase reporter, 24 h; percent of 100 nM tunicamycin response. reporter increase, % at 12.5 µM;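 active means mean luciferase reporter signal, scaled so untreated is 0 and the glycosylation-blocking control 100, at or above a set limit in every replicate; inconclusive means mean reaches the limit but not every replicate does; inactive means mean below the limit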;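 further: luciferase carries N-glycosylation sites so blocking glycosylation raises the light; 0% = median of neutral control wells and 100% = median of 100 nM tunicamycin wells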
PDI inh: PDI (human) enzyme inhibition. PDI insulin aggregation turbidity, A650, 90 min. inhibition, % at 10 µM. hit rate 0.052% among 350,000;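 active means mean inhibition across replicates of 30% or more, whatever share of single replicates reach that level; inconclusive means mean inhibition below 30% while every single replicate reaches 30%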;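 further: absorbance from insulin aggregation driven by PDI reduction with DTT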
Target sequence (P07237 whole entry, looked up): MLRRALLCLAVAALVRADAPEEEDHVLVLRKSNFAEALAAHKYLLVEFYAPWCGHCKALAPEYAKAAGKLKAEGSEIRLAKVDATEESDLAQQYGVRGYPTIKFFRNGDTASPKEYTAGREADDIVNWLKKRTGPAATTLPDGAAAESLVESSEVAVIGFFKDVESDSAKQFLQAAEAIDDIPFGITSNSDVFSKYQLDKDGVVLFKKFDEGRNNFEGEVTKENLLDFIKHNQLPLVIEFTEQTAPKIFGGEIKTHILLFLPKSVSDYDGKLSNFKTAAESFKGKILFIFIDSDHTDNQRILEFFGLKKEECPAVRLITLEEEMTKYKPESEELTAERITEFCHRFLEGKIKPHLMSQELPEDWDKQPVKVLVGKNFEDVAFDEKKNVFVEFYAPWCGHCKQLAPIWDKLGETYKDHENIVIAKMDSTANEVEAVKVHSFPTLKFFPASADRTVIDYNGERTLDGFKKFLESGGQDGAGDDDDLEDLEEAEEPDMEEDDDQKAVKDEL
Granule exo inh: lytic granule exocytosis inhibition | AID 651702 | inhibition, % at 10 µM | hit rate 0.66% among 360,000 | TALL-104 LAMP-1 surface exposure, flow cytometry; cells stimulated with thapsigargin and PMA;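 active means inhibition above about 55%, limit read from the data; inconclusive means no clear call, values can overlap the other calls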
MC4R antagonist: human MC4R antagonism in cAMP assay; P32245; MC4R-expressing cells, MTII-stimulated cAMP, LANCE TR-FRET; inhibition, % at 6.5 µM; hit rate 0.48% among 360,000;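 active means inhibition above its plate's cutoff, the mean of tested wells on that plate plus 3 SD, cut at about 29% in these data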;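 further: 0% = Melanotan II alone and 100% = Melanotan II plus saturating MCL0020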
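Material – human MC4R-expressing U2OS cells · Repeats – no replicates · Detection – TR-FRET with Eu-cAMP and labeled anti-cAMP, 671 nm · Times – compound 30 min, challenge 1 h, detection 1 h · Compound – single nominal compound dose of 6.5 µM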
HTR2A ag: agonists of mouse serotonin 5-HT2A receptor (HTR2A). P35363. CHO-K1 mHTR2A beta-arrestin complementation, luminescence; percent of 30 µM serotonin response. activation, % at 7.6 µM. hit rate 0.66% among 360,000;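 active means activation above a run cutoff, the mean activation of all tested compounds plus 3 SD, cut at about 14% in these data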;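 further: 0% = plate median of compound wells and 100% = 30 µM serotonin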
H9c2 protect: modulators protecting cardiomyocytes from myocardial damage | protection from H2O2 cell death, % at 20 µM | AID 588492 | hit rate 0.63% among 360,000 | H9c2 cardiomyocytes, H2O2 injury protection, ATPLite, 2 h;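 active means compounds giving at least 50% protection of heart cells from peroxide-induced death in the single-dose screen, raw or plate-pattern-corrected value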;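 further: 0% = DMSO wells with peroxide and 100% = DMSO wells without peroxide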
An asterisk follows results filed as active; ? = inconclusive; nt = no result given.

Molecule	CaV13 FRET inh	MC4R barr agon	ABHD5-PLIN5 inh	ABCB6 inh 2	N-glyco inh	PDI inh	Granule exo inh	MC4R antagonist	HTR2A ag	H9c2 protect
CCn1nc(C(=O)OCC(=O)N2CC(=O)Nc3ccccc32)c2ccccc2c1=O	-5	0.9	3	99	1	7	5	17	0	18
O=C(COC(=O)c1cc([N+](=O)[O-])ccc1NCc1ccccc1Cl)NCC(F)(F)F	-10	13*	-2	86	0	-1	-3	2	1	-5
CC(Oc1cccc(Cl)c1)C(=O)N(C)CC(=O)Nc1ccc(N2CCOCC2)cc1 (configuration not stated)	-6	-2.8	-6	100	0	-3	-14	9	-4	-8
O=C(Nc1ccccc1Cl)C1CCN(S(=O)(=O)c2cccc3nonc23)CC1	-5	3.1	-13	99	1	-5	4	-4	4	2
Cc1ncc(C[n+]2csc(CCOC(=O)C34CC5CC(CC(C5)C3)C4)c2C)c(N)n1	-4	-0.5	6	104	2	2	-3	11	9	-3
CCOC(=O)CN(c1cc([N+](=O)[O-])ccc1OC)S(C)(=O)=O	5	-3.6	1	90	1	2	2	3	-4	1
NC(=O)C[N+]1(CC#CC(O)(c2ccccc2)c2ccccc2)CCCC1	-2	-2.1	-4	95	2	-8	-1	3	2	14
Cc1ccc(SCCC(=O)N2CCC(C(N)=O)CC2)cc1	-4	0.8	0	82	2	-1	-2	5	3	-5

Part of the list above, reduced to ABHD5-PLIN5 inh:
Compound	ABHD5-PLIN5 inh
CC(Oc1cccc(Cl)c1)C(=O)N(C)CC(=O)Nc1ccc(N2CCOCC2)cc1 (configuration not stated)	-6
O=C(COC(=O)c1cc([N+](=O)[O-])ccc1NCc1ccccc1Cl)NCC(F)(F)F	-2

(next part)
Molecule	CaV13 FRET inh	MC4R barr agon	ABHD5-PLIN5 inh	ABCB6 inh 2	N-glyco inh	PDI inh	Granule exo inh	MC4R antagonist	HTR2A ag	H9c2 protect
O=C(N/N=C\c1cn[nH]c1-c1ccc(Cl)cc1)c1cccs1	-5	8.8*	4	100	-2	-1	0	-16	1	13
CC(Sc1nncn1-c1ccccc1)C(=O)Nc1cccc([N+](=O)[O-])c1 (configuration not stated)	-4	-0.3	5	104	2	-3	11	-3	1	7
OC(c1ccc(F)cc1)c1ncc(-c2ccc3ccccc3c2)[nH]1 (configuration not stated)	-8	2.1	-10	100	-1	-3	-1	6	-6	-13
Cn1nc(C(=O)NCC(c2cccs2)N2CCOCC2)c2ccccc2c1=O (configuration not stated)	-15	-2.7	-2	105	4	-2	-17	4	-2	2
CC(=O)Nc1ccccc1C(=O)C(=O)Nc1ccccc1	-2	-1.7	0	99	1	0	-5	-3	0	3
C/C(=N/NC(=O)c1ccc2c(c1)OCO2)c1ccc(Br)s1	6	0.2	0	90	1	-7	-4	17	0	0
COc1ccc2nc(Nc3nc(C)c(CCC(C)C)c(=O)[nH]3)nc(C)c2c1	-3	-1.1	7	94	9	-11	0	-10	3	31
O=C(Nc1nnc(C2CC2)s1)c1cc(S(=O)(=O)N2CCCCC2)ccc1N1CCOCC1	-15	-1.0	-3	99	-2	2	-1	-1	24*	21
CCCSc1nc2sc3c(c2c(=O)[nH]1)CCN(Cc1ccccc1)C3	nt	-2.0	-7	104	-1	-8	-1	7	-4	10
CCCn1c(SCC(=O)N2CCN(c3ccccc3)CC2)nc2ccccc2c1=O	-6	-0.3	3	98	3	1	-2	-8	5	32
CCN1C[C@@H]2[C@@H]3C(=O)N(Cc4ccccc4)C(=O)[C@@H]3[C@](C)(C1=O)N2C(=O)c1ccc(Cl)cc1	-10	-1.2	3	98	-1	-35	8	2	2	1
Cn1ccc2c(-c3ccc(CO)cc3)cc3c(c21)C1CCC3C1 (configuration not stated)	-7	nt	-3	97	0	nt	-2	nt	-5	-2
CC(C)(/C=N/O)/[N+]([O-])=C/c1ccco1	-5	-0.1	5	92	3	-13	-1	2	6	0
O=C(N/N=C/c1ccc(F)cc1)c1cc(-c2ccccn2)nc2ccccc12	-6	16*	-7	98	4	-8	-1	0	5	1
Cc1ccc(NC(=O)CN2C(=O)NC(C)(CC(C)C)C2=O)cc1F (configuration not stated)	-6	-2.4	-2	85	2	-1	-1	4	-1	1
O=C(O)C1C2CCC(C2)C1C(=O)Nc1nc2ccccc2s1 (configuration not stated)	-4	-0.9	2	106	2	-7	1	0	1	-5
O=C(CCc1ccccc1Cl)NC1CCCN(c2ccc(C(F)(F)F)cn2)C1 (configuration not stated)	-7	1.8	4	98	2	-8	-2	5	5	-4
COc1ccc(CN2CCNC(=O)C2CC(=O)N(C)Cc2nccn2C)cc1OC (configuration not stated)	-14	-1.6	4	89	1	4	-1	5	0	2
O=C(CNS(=O)(=O)c1ccc(F)c(Cl)c1)N1CCCCCC1	-3	0.8	1	97	2	-7	4	1	1	1
Cc1ccc(SCCN2CCN(Cc3ccccc3)CC2)cc1	-21	2.4	4	102	-1	-2	14	6	9	0
CN1CCCC(OC(=O)c2ccc(C(C)(C)C)cc2)C1 (configuration not stated)	-5	1.0	4	97	-6	10	-13	12	-1	-8
Cc1c(C(=O)NCc2ccccc2C(F)(F)F)sc(=O)n1Cc1ccc(Cl)c(Cl)c1	-2	0.9	-10	96	-4	20	4	1	-3	-4
N#Cc1c(N)nc(SCc2ccncc2)c(C#N)c1-c1cccs1	-9	1.1	-3	102	-10	2	3	-31	0	13
COc1ccccc1N1CCN(S(=O)(=O)c2ccc3c(c2)NC(=O)C(C)S3)CC1 (configuration not stated)	-12	2.1	-7	100	1	-2	13	-3	-3	-9
CN(Cc1ccccc1)C(=O)COc1ccc(C(C)(C)C)cc1	-3	5.3	-7	100	-1	-3	-4	-3	1	-6
COc1ccc(C2C(C#N)=C(N)Oc3cc(O)ccc32)cc1OC (configuration not stated)	nt	-2.8	-7	107	3	7	4	2	1	14
COc1ccc(C2c3ccc4ccccc4c3Oc3ncn(CCO)c(=N)c32)cc1 (configuration not stated)	nt	-1.6	8	103	-3	10	52	3	1	-11
CC(O)(c1cccnc1)c1nc(-c2ccc3c(c2)OCO3)cs1 (configuration not stated)	-6	-0.8	-1	94	1	-4	-2	-2	0	-10
O=C(NCCCN1CCOCC1)c1cc2nc(-c3ccco3)cc(C(F)(F)F)n2n1	-4	0.7	12	102	0	-33	-4	-1	1	0
COc1ccc(/C=N/N2C(=O)C3C4C=CC(C4)C3C2=O)cc1[N+](=O)[O-] (configuration not stated)	2	-0.8	-2	95	0	11	-2	2	1	-5
O=C(CSc1ccccn1)N1CCCC(Nc2ccc(F)c(F)c2)C1 (configuration not stated)	nt	0.0	-8	98	-1	-3	4	21	9	0
CCOC(=O)c1c(NC(=O)C2CC(Cl)=CCC2C(=O)O)sc2c1CC(C)(C)OC2 (configuration not stated)	-11	-1.2	-3	101	1	-2	-2	6	2	4
COc1ccc(C(=O)N2CCCC(CO)(Cc3ccccc3C)C2)o1 (configuration not stated)	-4	-2.1	-2	94	-2	-2	-1	2	0	2
COC(=O)c1ccc(N2C(=O)c3cc(N4CCOCC4)c([N+](=O)[O-])cc3C2=O)cc1	-14	-1.5	3	101	1	0	3	6	6	-2
Cc1ccc(O)c(N=Nc2nccs2)c1	-3	-1.2	-7	99	9	8	7	-6	-7	45
CC(=O)c1ccc(NC(=O)C2CCCN2S(=O)(=O)c2ccc(C)cc2)cc1 (configuration not stated)	-3	-0.6	-3	96	-1	nt	-2	5	-2	-2
CSC1=NSC2=NC(=O)/C(=C\c3ccc(OC(=O)c4ccco4)cc3)C(=N)N12	-7	-1.7	-10	98	2	6	-13	0	0	-9
Cn1cccc1/C=N\NC(=O)Cc1ccc(Br)c2ccccc12	-5	17*	2	100	-1	6	2	-1	1	-28
CCc1nc2ccccc2n(CCOCCOCCn2c(=O)c(CC)nc3ccccc32)c1=O	-4	-1.2	3	98	-2	-3	0	6	9	26
CC1CCN(C(=O)CN2C(=O)C(=O)N(C)C2=O)c2ccccc2S1 (configuration not stated)	-2	-1.3	1	99	0	6	-3	7	-6	-5
COC(=O)c1c(C)oc2c1cc(NS(=O)(=O)c1ccc(C(=O)O)cc1)c1ccccc12	-7	-0.4	-6	101	1	-6	-1	11	1	-17
CC1(C(=O)NS(=O)(=O)c2ccccc2C(F)(F)F)CCN1C(=O)c1cccc(F)c1 (configuration not stated)	-5	-1.1	-1	99	0	1	1	3	2	6
COc1ccccc1NC(=O)Oc1ccc(NC(=O)c2ccco2)cc1	-4	-2.2	9	92	2	-5	-1	-1	2	-1
COC1=CC(=O)OC(c2ccc(OC)cc2)C1 (configuration not stated)	-9	-0.8	6	99	-1	0	-3	4	9	5
COC(=O)c1sc(=S)n(-c2ccccc2)c1N	-4	-1.3	3	98	4	17	2	-11	-1	2
CCCC(=O)N1CCC1(C)C(=O)Nc1ccc2nc(C)ccc2c1 (configuration not stated)	-5	1.6	1	99	?	-2	8	0	7	4
CC1CN(c2oc(-c3ccccc3Cl)nc2C#N)CC(C)O1 (configuration not stated)	-5	-0.5	-4	91	1	-1	-4	-5	0	4
O=C(CN1C(=O)NC2(CCCC2)C1=O)NNC(=O)c1ccc(Cl)cc1	-3	1.1	3	100	0	5	-6	3	-4	0
CCCOc1ccc(C(CC(=O)O)NC(=O)C(c2ccccc2)c2ccccc2)cc1 (configuration not stated)	-2	-2.1	-1	101	2	-12	-4	12	-5	7
CN(C)c1ccc(NC(=O)COC(=O)c2cc(Cl)ccc2[N+](=O)[O-])cc1	0	4.3	9	105	0	7	-4	8	4	-3
CC(C)c1nc(Cl)c(C#N)c2c1CSC(C)(C)C2	4	-0.7	-4	105	-4	-20	-2	-6	3	-4
COc1cc(C2C(C(C)=O)=C(O)C(=O)N2Cc2ccccc2)ccc1O (configuration not stated)	-17	-0.1	3	100	-1	1	4	19	1	-2
CN1CCN(c2nc3c(c(=O)n(C)c(=O)n3C)n2CCSc2nnnn2-c2ccccc2)CC1	-5	-1.9	10	101	0	10	10	14	-3	29
O=C(NCc1cc(C(F)(F)F)cc(C(F)(F)F)c1)C1CC(c2c(Cl)cccc2Cl)=NO1 (configuration not stated)	-9	3.7	-5	93	-8	6	12	13	-3	-10
O=C(Cc1cccc(C(F)(F)F)c1)N1CCCC1	-3	0.3	-6	100	1	-7	10	-4	8	-4
O=C(NCCO)c1cc(-c2cc(C(=O)NCCO)c3ccccc3n2)nc2ccccc12	-2	-0.9	-1	96	-1	-3	?	-7	7	3

Not a hit list; 4.2% or so of the library scored in one or more.
